Screens deposited in PubChem by The Scripps Research Institute Molecular Screening Center.
CHRM4 antagonist: antagonists of human muscarinic M4 receptor (CHRM4); hit rate 0.73% among 360,000; CHO-hM4 cells, ACh EC80, Fluo-8 calcium fluorescence; AID 624125; inhibition, % at 3 µM; P08173;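 active = inhibition above its plate's cutoff, the mean inhibition of sample wells plus 3 SD, cut at about 27% in these data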;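 also: 0% = acetylcholine EC80 with DMSO and 100% = DMSO without agonist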
Target sequence (P08173 whole entry, looked up): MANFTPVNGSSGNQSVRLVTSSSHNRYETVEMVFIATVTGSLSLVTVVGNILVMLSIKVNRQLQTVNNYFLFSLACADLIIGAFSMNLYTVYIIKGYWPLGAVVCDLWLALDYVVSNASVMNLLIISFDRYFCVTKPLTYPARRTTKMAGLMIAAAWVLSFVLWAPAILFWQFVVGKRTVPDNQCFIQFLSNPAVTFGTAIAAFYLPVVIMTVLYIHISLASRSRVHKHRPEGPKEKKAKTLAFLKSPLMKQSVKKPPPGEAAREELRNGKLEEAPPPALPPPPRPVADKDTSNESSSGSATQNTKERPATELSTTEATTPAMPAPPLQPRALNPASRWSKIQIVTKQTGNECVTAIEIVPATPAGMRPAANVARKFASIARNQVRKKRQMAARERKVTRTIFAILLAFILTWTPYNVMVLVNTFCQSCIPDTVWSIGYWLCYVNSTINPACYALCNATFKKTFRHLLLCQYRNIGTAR
CHRM5 agonist: CHRM5 agonism in calcium assay | AID 624037 | P08912 | hit rate 0.19% among 360,000 | activation, % at 3 µM | CHO-K1 hM5 cells, Fluo-8 calcium fluorescence; 0% DMSO wells, 100% maximal acetylcholine response;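 active = activation above the run's mean over test compounds plus 3 SD, cut at about 23% in these data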;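 also: signal is peak over basal fluorescence ratio across the kinetic read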
M1 ag parental: nonselective activator or artifact in parental CHO-K1 cells. activation, % at 3 µM. Fluo-8 calcium fluorescence; scaled to maximal ATP response, vehicle zero. AID 602248. hit rate 0.48% among 360,000; in the data active = activation above about 15%;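 also: untransfected CHO-K1 host cells lacking M1 receptor as counterscreen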
CHO-K1 Ca antag: counter-screen for M1 antagonists: effect in parental CHO-K1 cells; ATP-induced calcium, Fluo-8 fluorescence; inhibition, % at 3 µM; hit rate 0.6% among 360,000;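 active = inhibition above a per-plate cutoff, the plate's mean sample inhibition plus 3 SD, cut at about 24% in these data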;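 also: 0% = DMSO plus EC80 ATP and 100% = DMSO alone without ATP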
M1 PAM parental: counter-screen for M1 PAMs: effect in parental CHO-K1 cells; ATP EC20, Fluo-8 calcium fluorescence; 0% at ATP EC20, 100% at ATP max; activation, % at 3 µM; hit rate 0.02% among 360,000;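 active = activation above the run cutoff, the mean activation of all test compounds plus 3 SD, cut at about 40% in these data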;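 also: peak over basal fluorescence ratio in a 140 s read after ATP addition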
CHRM4 PAM: potentiates acetylcholine response at human M4 receptor. P08173. activation, % at 3 µM. CHO-K1 hM4/Gqi5, Fluo-8 calcium fluorescence, ACh EC20; 0% = ACh EC20, 100% = maximal ACh. hit rate 0.4% among 360,000. AID 624126;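 active = activation above its plate's cutoff, the mean activation of sample wells plus 3 SD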; also: some results filed as inactive read as strong as hits
CHRM5 antagonist: blocks acetylcholine activation of human M5 receptor; P08912; CHO-hM5 cells, Fluo-8 calcium fluorescence, ACh EC80; inhibition, % at 3 µM; hit rate 0.59% among 360,000;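 active = inhibition above a per-plate cutoff, the mean of that plate's test compounds plus 3 SD, cut at about 27% in these data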;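 also: 0% = acetylcholine EC80 with DMSO and 100% = DMSO without agonist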
CHRM4 agonist: CHRM4 agonism in calcium assay. P08173. CHO-K1 hM4/Gqi5, Fluo-8 calcium fluorescence; vehicle 0%, full acetylcholine response 100%. activation, % at 3 µM. hit rate 0.14% among 360,000. AID 624127;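 active = activation above the run mean over all test wells plus 3 SD, cut at about 32% in these data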;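 also: peak over basal fluorescence ratio per well then scaled between controls; 0% = DMSO wells and 100% = acetylcholine at EC100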
CHRM5 PAM: positive allosteric modulators of human muscarinic M5 receptor; P08912; hit rate 0.3% among 360,000; AID 624038; CHO-K1 hM5, Fluo-8 calcium, ACh EC20 PAM; 0% = ACh EC20, 100% = ACh EC100; activation, % at 3 µM;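 active = activation above the run cutoff, the mean activation of all test compounds plus 3 SD, cut at about 18% in these data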
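Test system: CHO-K1 hM5 cells / Doses: single-point, 3 µM nominal / Times: Post-acetylcholine fluorescence recording 140 s / Technique: Fluo-8 calcium fluorescence / Measure: Max/basal fluorescence ratio as % of EC20–EC100 ACh window / Benchmarks: low control EC20 acetylcholine (0%), high control EC100 acetylcholine (100%) / Replicates: one well per compound, no replicates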
* marks the source's active call; other numbers are inactive results; nt = not tested or not shown.

SMILES	CHRM4 antagonist	CHRM5 agonist	M1 ag parental	CHO-K1 Ca antag	M1 PAM parental	CHRM4 PAM	CHRM5 antagonist	CHRM4 agonist	CHRM5 PAM
Cc1ccc(N2C(=O)NC(NS(=O)(=O)c3ccc(C)cc3)(C(F)(F)F)C2=O)cc1 (configuration not stated)	1.8	-1.9	1.5	-11.8	16.9	-4.7	4.5	3.1	5.2
Cc1ccc(S(=O)(=O)CCC(=O)N2CCN(c3ccccc3O)CC2)cc1	-17.6	3.0	0.1	-20.6	5.4	10.9	-6.2	1.0	4.8
CCOC(=O)N1CCN(C(=O)CSCc2ccccc2C)CC1	1.7	1.5	1.1	-11.8	11.7	-3.4	1.8	-0.6	-2.8
COc1cccc(CN=c2c([N+](=O)[O-])nn(-c3ccccc3C)n2O)c1	-1.8	-2.4	-0.3	11.7	-12.3	-1.3	-0.2	0.9	2.3
CCOC(=O)c1cc(C(C)=O)c(=O)[nH]c1C	-1.2	1.1	-0.1	-9.8	5.9	0.6	1.6	1.3	-6.7
COCCN(Cc1ccco1)C(=O)Cn1ncc2c(=O)oc3ccccc3c21	-5.6	0.0	-0.1	-5.8	-9.2	-10.7	10.3	0.6	-5.7
CC(=O)c1sc(NC(=O)c2cccs2)nc1C	1.3	-1.3	0.1	0.9	-3.4	2.5	-0.3	0.9	5.3
COc1cc(N=Nc2ccc(C)cc2S(N)(=O)=O)c(C)cc1N	-7.2	2.9	4.0	-13.9	21.4	10.2	-6.0	2.7	1.2
Cc1oc(-c2ccc(Cl)cc2)nc1CN1CCC(C(=O)NCCCN2CCCC2=O)CC1	-8.8	-4.3	-0.6	0.5	16.4	3.7	4.8	0.1	-4.7
COc1ccc(CNc2cc(NCCCO)c([N+](=O)[O-])c3nonc23)cc1	-16.5	-6.0	-0.8	24.9*	-15.5	5.6	-12.6	1.5	-1.6
CCCCC1(C)OC(=O)C(=Cc2ccc(N(CC)CC)cc2)C(=O)O1 (configuration not stated)	-1.8	-0.1	0.0	5.4	-10.0	5.8	-5.1	0.9	-0.8
Cn1cccc1/C=N/NC(=O)C12CC3CC(CC(C3)C1)C2	-9.1	-1.1	1.1	-15.2	16.0	3.0	-1.3	1.3	3.9
N#CCN1CCN(CC(=O)Nc2ccc(OCc3ccccc3)cc2)CC1	7.1	-12.8	0.6	-8.0	1.4	-2.4	2.0	1.6	-3.9
O=S1(=O)CC(N2CCC(Cc3ccccc3)CC2)CN1CCc1ccccc1 (configuration not stated)	-4.0	2.0	1.4	20.6	0.7	-9.4	-3.0	5.3	1.9
COc1ccc(CCc2nc3ccccc3n2C(CCc2ccccc2)c2nc3ccccc3[nH]2)cc1 (configuration not stated)	6.3	-2.6	nt	nt	nt	-5.2	-7.2	1.0	5.7
COc1ccc(CN2C(=O)C(CC(=O)NCc3ccco3)CC(C(=O)N(C(C)C)C(C)C)=C2C)cc1 (configuration not stated)	1.5	-2.2	-0.6	5.6	0.9	-4.8	4.4	-0.5	4.4
Cc1ccc(C2=NN(C(=O)CN3CCN(C4CCS(=O)(=O)C4)CC3)C(c3ccco3)C2)cc1 (configuration not stated)	-17.3	-7.8	-1.5	-20.8	16.1	8.7	17.0	0.1	-3.6
OCCC1CN(Cc2ccc(Oc3ncccn3)cc2)CCN1C1CCCC1 (configuration not stated)	11.6	-5.7	-0.2	4.7	-6.1	-13.3	0.7	0.6	5.3
CC(C)(C)c1cc(CN(CCO)CCO)cc(C(C)(C)C)c1O	8.5	-1.6	0.8	-6.4	19.9	8.5	-1.3	-0.2	-6.7
CCc1ccc(NC(=O)CCNC(=O)Cn2cnc3ccccc3c2=O)cc1	-10.8	-2.8	0.8	-15.9	10.7	6.0	14.4	-0.1	3.4
COc1cc(CN2CCSCC2)cc(OC)c1OC	-16.8	-1.1	1.0	5.9	6.8	-0.4	-9.3	4.6	-2.0
CC(C)(NC(=O)N1CCCC1)c1cccc(C(C)(C)NC(=O)N2CCCC2)c1	-8.1	0.8	0.6	-11.3	13.1	8.8	-8.4	0.1	3.1
O=C(NCCCN1CCOCC1)c1cc(Cl)ccc1[N+](=O)[O-]	6.4	-3.2	-0.1	0.1	3.8	-1.2	9.3	-0.2	0.4
C=CCN1C(=NC(=O)CCC(=O)O)SC2CS(=O)(=O)CC21 (configuration not stated)	5.3	0.2	0.1	-1.9	-0.1	-3.7	2.0	0.1	-1.6
Cc1cc(NS(=O)(=O)c2ccc(NC(=O)c3cccc(OC(F)F)c3)cc2)nc(C)n1	-1.9	-0.5	1.5	-4.1	13.1	3.1	-2.8	10.7	1.3
SMILES	CHRM4 antagonist	CHRM5 agonist	M1 ag parental	CHO-K1 Ca antag	M1 PAM parental	CHRM4 PAM	CHRM5 antagonist	CHRM4 agonist	CHRM5 PAM
O=c1c2c3nc4ccccc4nc3n(/N=C/c3ccco3)c2ncn1CCC1=CCCCC1	3.7	-1.0	2.5	-17.2	1.3	-1.4	8.7	0.1	-6.5
O=C(NCc1ccccn1)c1ccc(=O)oc1	10.3	1.3	0.1	10.0	-3.7	30.9*	-3.4	0.5	1.2
O=C(COC(=O)C12CC3CC(CC(Br)(C3)C1)C2)N1CCOCC1	-3.1	-0.9	16.6*	12.1	12.2	-3.9	-2.6	4.1	8.7
CCOc1ccccc1CNc1ncnc2ccc(-c3c(C)noc3C)cc12	25.8	-2.2	9.0	14.2	-14.0	0.0	19.1	14.5	-30.9
N/C(Cc1ccc(Cl)cc1)=N\OC(=O)CCc1ccccc1	1.1	-2.2	-0.4	-12.7	4.9	2.5	-1.2	-3.0	-3.6
Cc1c(Cl)cnc(NC(=O)COC(=O)c2ccc([N+](=O)[O-])s2)c1Cl	-7.7	-4.5	1.1	-14.4	26.5	6.5	-6.7	2.2	-0.9
COc1ccccc1CN(C)C(=O)C(c1ccccc1)c1ccccc1	9.2	-1.7	-1.2	-4.0	8.1	-11.0	4.7	-1.9	-8.6
CCC(=O)Nc1cc(C(=O)OC(C(=O)c2ccc(C)c(C)c2)c2ccccc2)ccc1C (configuration not stated)	5.5	1.8	0.3	1.2	-1.4	-4.4	8.8	1.0	-2.5
O=C(NCCS(=O)(=O)NCc1ccc(F)cc1)c1ccccc1	-15.9	0.3	0.0	-6.3	-20.5	9.2	-9.9	0.7	2.9
CC(C)n1c(N2CCN(CC(=O)NCc3cccs3)CC2)nc2ccccc21	-3.0	-12.2	2.0	-11.4	16.4	4.1	5.5	3.0	-3.8
C=CCn1c(SCC(=O)N2CCCC2)nc2cc(C(=O)NCC3CCCO3)ccc2c1=O (configuration not stated)	7.3	5.5	0.6	8.3	-3.7	-7.2	-13.4	-0.5	3.1
CC(C)NC(=O)N(C)C[C@@H]1Oc2cc(Br)ccc2S(=O)(=O)N([C@@H](C)CO)C[C@H]1C	-2.1	1.6	0.0	-6.4	6.9	2.0	-3.6	1.9	-2.8
Cc1ccccc1-c1cc(C(=O)NCc2ccc3c(c2)OCO3)n(CC2CC(c3cccnc3)=NO2)n1 (configuration not stated)	6.5	-6.3	2.5	-4.1	-21.3	-2.9	9.2	12.1	-19.5
O=C1CSC(c2ccc([N+](=O)[O-])cc2)N1CCN1CCCCC1 (configuration not stated)	3.4	-6.7	0.8	-21.5	12.1	-4.0	-6.9	0.5	3.7
c1cc2c(cc1CN1CCOCC1)OCO2	5.4	-0.5	-0.2	-12.0	25.8	16.8	-0.3	0.6	3.8
COc1ccc(NC(=O)C2Cc3c(-c4ccncc4)ccnc3O2)cc1OC (configuration not stated)	-22.6	1.2	0.8	-5.5	10.3	8.2	-3.4	3.3	2.8
Cc1ccc(SCCN2CCN(CC(C)C)CCC2=O)cc1	0.8	-5.5	0.3	1.4	9.0	3.9	5.5	0.9	6.2
CC1(C)CC(=O)C=C(c2cccc3c2oc2ccccc23)C1	-1.9	-0.7	-0.7	-16.6	10.4	3.1	-2.0	-0.8	5.4
NC(=O)C1CCN(C(=O)CCSc2ccc(Cl)cc2)CC1	-7.2	-1.9	0.7	-10.1	9.4	-3.0	10.0	1.6	-8.6

In the list so far, these have an aryl methoxy group:
SMILES	CHRM4 antagonist	CHRM5 agonist	M1 ag parental	CHO-K1 Ca antag	M1 PAM parental	CHRM4 PAM	CHRM5 antagonist	CHRM4 agonist	CHRM5 PAM
COc1cccc(CN=c2c([N+](=O)[O-])nn(-c3ccccc3C)n2O)c1	-1.8	-2.4	-0.3	11.7	-12.3	-1.3	-0.2	0.9	2.3
COc1cc(N=Nc2ccc(C)cc2S(N)(=O)=O)c(C)cc1N	-7.2	2.9	4.0	-13.9	21.4	10.2	-6.0	2.7	1.2
COc1ccc(CNc2cc(NCCCO)c([N+](=O)[O-])c3nonc23)cc1	-16.5	-6.0	-0.8	24.9*	-15.5	5.6	-12.6	1.5	-1.6
COc1ccc(CCc2nc3ccccc3n2C(CCc2ccccc2)c2nc3ccccc3[nH]2)cc1 (configuration not stated)	6.3	-2.6	nt	nt	nt	-5.2	-7.2	1.0	5.7
COc1ccc(CN2C(=O)C(CC(=O)NCc3ccco3)CC(C(=O)N(C(C)C)C(C)C)=C2C)cc1 (configuration not stated)	1.5	-2.2	-0.6	5.6	0.9	-4.8	4.4	-0.5	4.4
COc1cc(CN2CCSCC2)cc(OC)c1OC	-16.8	-1.1	1.0	5.9	6.8	-0.4	-9.3	4.6	-2.0
COc1ccccc1CN(C)C(=O)C(c1ccccc1)c1ccccc1	9.2	-1.7	-1.2	-4.0	8.1	-11.0	4.7	-1.9	-8.6
COc1ccc(NC(=O)C2Cc3c(-c4ccncc4)ccnc3O2)cc1OC (configuration not stated)	-22.6	1.2	0.8	-5.5	10.3	8.2	-3.4	3.3	2.8

Compounds were not picked by outcome (roughly 2.7% active in at least one column).
